# G9a block: inhibitors of human histone lysine methyltransferase G9a; AID 504332; Potency, µM (top dose mostly 102 µM), for the others: top-dose activity, negative = inhibition, usual class: inhibitors; Q96KQ7; G9a H3K9 monomethylation, AlphaScreen, 2 h; 350,000 tested, 8.8% active; further: potency means the concentration at half of the fitted maximal effect; on the % scale 0 is the no-effect control and ±100 the full control effect; nearly all actives have a fitted effect of over 75% in size
#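 AlphaScreen detection with an anti-monomethyl H3K9 antibody quantified product after a 2 h room-temperature reaction containing 500 nM biotinylated H3K9 peptide, 20 µM SAM and 20 nM enzyme, which had been preincubated 15 min with compound.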
# Tb PGK inh: T. brucei PGK inhibition. P07378. PGK/GAPDH coupled, Kinase-Glo luminescence, 60 min. Potency, µM (doses to about 57.5 µM), inactives show top-dose activity change, negative = inhibition, actives largely listed as inhibitors. 380,000 tested, 0.043% active. AID 602233; further: potency means the concentration at half of the fitted maximal effect; on the % scale 0 is the no-effect control and ±100 the full control effect; nearly all actives have a fitted effect of over 60% in size
#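 Recombinant glycosomal PGK reaction used 1,3-bisphosphoglycerate generated in-well by GAPDH (100nM final) in 100mM TEA pH 7.6, 5mM MgCl2, 0.01% Tween-20. After 60 minutes at room temperature, ATP was read by Kinase-Glo Plus luminescence end-point.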
# HP1b chromo inh: blocks HP1-beta chromodomain binding to methylated histone tails. AlphaScreen HP1-beta / biotin-H3K9me3 peptide binding. 390,000 tested, 0.56% active. Potency, µM (titrated, usually from 114 µM), without a hit: at the top dose activity change, negative = inhibition, actives largely listed as inhibitors; further: potency means the concentration at half of the fitted maximal effect; nearly all actives have a fitted effect of over 70% in size; inactives centre near 23
#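 Compound inhibition of the preformed complex between 50 nM HP1-beta and 50 nM biotinylated H3K9me3 peptide was read by AlphaScreen. Buffer was PBS pH 7.4 with 0.01% Tween-20. Incubations ran 30 min at room temperature, with 10 ug/mL donor/acceptor beads.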
# Pin1 inhibitor: inhibitors of human Pin1. 390,000 tested, 0.009% active. Q13526. Potency, µM (series often up to 115 µM), for the others: at the highest dose activity, negative = inhibition, most hits filed as inhibitors. Pin1 FP peptide displacement, HiFluor488, 10 min; active means well fitted inhibition curve with a large enough effect in the polarisation, with a control signal flat, not every such curve was filed as active; inconclusive means small, poorly fitted or top-dose-only effect, or effect the other way, or a change in a side signal; inactive means no such curve, though single readings can be large or run the other way; the % refers to the polarisation; further: potency means the concentration at half of the fitted maximal effect; on the % scale 0 is the no-effect control and ±100 the full control effect
# BAZ2B inh: blocks human BAZ2B; Q9UIF8; AlphaScreen BAZ2B-H3K14Ac peptide displacement; Potency, µM (top dose mostly 114 µM), for the others: at the highest dose activity change, negative = inhibition, hits mostly inhibitors; 360,000 tested, 4.4% active; AID 504333; further: potency means the concentration at half of the fitted maximal effect; on the % scale 0 is the no-effect control and ±100 the full control effect; nearly all actives have a fitted effect of over 60% in size
#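 BAZ2B (50 nM) with biotin-H3(5-23)K14Ac peptide (50 nM) in PBS pH 7.4, 0.01% Tween-20, preformed 30 min, then compound 30 min at room temperature; top concentration 110uM. AlphaScreen streptavidin donor/nickel chelate acceptor beads (10 ug/mL final), 20 min dark, signal read.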
# Pol eta inh: DNA polymerase eta (human) inhibition. recombinant Pol eta, fluorescent DNA replication assay. Potency, µM (top dose mostly 114 µM), without a hit: at the top dose activity change, negative = inhibition, hits mostly inhibitors. 390,000 tested, 1.2% active. AID 588591; further: potency means the concentration at half of the fitted maximal effect; on the % scale 0 is the no-effect control and ±100 the full control effect
#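 Pol eta (10 nM) was preincubated with compounds for 15 min at room temperature, after which fluorescent replication substrate (50 nM final) was added to start the reaction. Fluorescence was read kinetically at 0 and 10 min.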
# JMJD2A Tudor inh: JMJD2A Tudor domain (human) inhibition; Potency, µM (top dose mostly 114 µM), without a hit: top-dose activity change, negative = inhibition, actives largely listed as inhibitors; O75164; 390,000 tested, 4.4% active; AlphaScreen JMJD2A-Tudor / H3K4me3 peptide binding; further: potency means the concentration at half of the fitted maximal effect; on the % scale 0 is the no-effect control and ±100 the full control effect; nearly all actives have a fitted effect of over 50% in size
# Target sequence (O75164 whole entry, looked up, the tested form may be a part): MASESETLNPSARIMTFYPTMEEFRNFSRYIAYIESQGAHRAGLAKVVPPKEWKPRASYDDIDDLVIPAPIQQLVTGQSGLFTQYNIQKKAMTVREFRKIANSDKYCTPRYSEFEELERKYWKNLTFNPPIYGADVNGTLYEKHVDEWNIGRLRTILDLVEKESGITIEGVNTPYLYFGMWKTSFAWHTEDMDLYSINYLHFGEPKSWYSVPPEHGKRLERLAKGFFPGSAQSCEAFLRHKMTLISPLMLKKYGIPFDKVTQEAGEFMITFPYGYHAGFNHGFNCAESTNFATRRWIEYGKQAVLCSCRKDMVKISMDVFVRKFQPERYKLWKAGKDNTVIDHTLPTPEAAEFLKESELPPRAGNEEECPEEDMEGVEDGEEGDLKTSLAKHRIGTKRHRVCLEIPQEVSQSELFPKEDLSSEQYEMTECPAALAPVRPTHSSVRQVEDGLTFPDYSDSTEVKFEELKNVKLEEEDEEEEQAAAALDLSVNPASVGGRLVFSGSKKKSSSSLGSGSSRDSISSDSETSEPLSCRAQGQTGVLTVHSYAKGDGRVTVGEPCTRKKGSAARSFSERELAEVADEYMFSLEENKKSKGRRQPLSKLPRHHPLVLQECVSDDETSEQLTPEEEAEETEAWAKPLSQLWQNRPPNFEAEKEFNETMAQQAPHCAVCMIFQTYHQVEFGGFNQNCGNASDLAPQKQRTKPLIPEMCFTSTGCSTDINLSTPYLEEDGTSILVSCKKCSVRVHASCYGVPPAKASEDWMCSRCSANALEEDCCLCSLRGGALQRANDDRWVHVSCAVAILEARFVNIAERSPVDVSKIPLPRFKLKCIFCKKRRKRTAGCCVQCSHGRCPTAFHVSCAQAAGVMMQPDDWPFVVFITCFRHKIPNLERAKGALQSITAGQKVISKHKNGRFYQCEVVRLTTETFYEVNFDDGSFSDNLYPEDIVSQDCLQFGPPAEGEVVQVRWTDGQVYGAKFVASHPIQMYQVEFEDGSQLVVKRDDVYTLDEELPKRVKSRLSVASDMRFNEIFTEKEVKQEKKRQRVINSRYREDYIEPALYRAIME
# PI4K2A inh: inhibitors of human PI4K2A; purified PI4K2A, ADP-Glo luminescence, 1 h; hits give low values; activity change, negative = inhibition, % at 76.9 µM; 420,000 tested, 0.13% active; Q9BTU6; in the data active means activity change below about -50%; inconclusive means mostly about -30% to -49%;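 further: -100% = wells without enzyme as full effect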
#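 In this quantitative HTS, ADP production by PI4K2A was quantified luminescently after 1 h at ambient temperature; 100 microM adenosine served as plate-quality control.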
# GLS inhibitor: blocks human kidney-isoform glutaminase activity. O94925. GLS enzymatic activity, qHTS titration. Potency, µM (series often up to 45.5 µM), for the others: at the top dose activity change, negative = inhibition, hits mostly inhibitors. 410,000 tested, 0.21% active; further: potency means the concentration at half of the fitted maximal effect; on the % scale 0 is the no-effect control and ±100 the full control effect
#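 hKGA; 45 mM KH2PO4 pH 8.2 + 0.02% Tween-20; cpd via pin tool; 1 mM Gln soln; GluOx/HRP/Amplex Red; RT 30 min; fluor. t0 & final.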
# Active calls of the source: *; i = inactive; ? = inconclusive; / = not tested or not shown; [ ] = dose if it differs, or a comment. Unless noted, the call rests on the fitted dose curve; in most records, active means well fitted curve in the direction sought with a large enough effect; inconclusive means small, poorly fitted or top-dose-only effect, or another doubt; inactive means no such curve, though single readings can be large; an effect the other way counts as inactive or inconclusive.
smiles,GLS inhibitor,PI4K2A inh,BAZ2B inh,HP1b chromo inh,Tb PGK inh,JMJD2A Tudor inh,G9a block,Pin1 inhibitor,Pol eta inh
COc1ccc(NC(=O)N/C=C/c2ccccc2)cc1,4%,-7,-10%,-5%,-4%,?,?,?,-5%
CC1CC2=C(NC(=S)NC2c2ccccc2F)/C(=C/c2ccccc2F)C1 (stereo not given),-4%,3,?,-8%,-3%,?,18µM*,36%[activator],-2%
COC(=O)c1c(-c2ccc(OC)cc2)oc2ccccc12,-3%,1,186%[activator],222%[activator],-2%,212%[activator],75%[activator],?,-6%
CCCCN(CC)CCCNC(=O)c1ccc2c(c1)N(CC)C(=O)c1ccccc1S2(=O)=O,-13%,1,-18%,30%,-4%,-6%,?,-12%,-11%
COc1ccc(NC(=O)CCCNC(=O)c2ccc(Cl)cc2)cc1S(=O)(=O)N1CCCCC1,-8%,-1,/,54%[activator],-7%,-7%,/,0%,-17%
O=[N+]([O-])c1ccc(Oc2ccc(F)cc2Br)c2ccncc12,1%,9,32µM*,50µM*,-1%,45µM*,?,2%,-23%
COCC(=O)Nc1cc(C(=O)NCCc2ccccc2)ccc1Cl,-4%,4,-5%,32%,-9%,1%,2%,-3%,-15%
C/C(=N\NC(=O)c1sccc1-n1cccc1)c1cccs1,-14%,3,-6%,24%,i,-6%,8%,0%,-16%
COc1ccc(Cl)cc1N(CC(=O)N1CCC(C)CC1)S(C)(=O)=O,-7%,6,9%,7%,-1%,-4%,6%,0%,0%
CC1CCN(Cc2ccc(NC(=O)C3CCN(c4nnc(-n5cccc5)s4)CC3)cc2)CC1,-1%,-4,-35%,-7%,-2%,?,-20%[59 µM],-2%,3%
NC(=O)c1ccccc1NC(=O)NC1CCCCC1,2%,15,12%,27%,-4%,6%,-12%[59 µM],-1%,-18%
Cc1cc2ccccc2n1CCNC(=O)C1CC1,-1%,-8,-2%,-8%,-8%,?,71µM*,?,-1%
CCC(C(=O)Nc1ccc(C(=O)OC)cc1)n1nc(-c2ccc(C)cc2)c2c(c1=O)CCCC2 (stereo not given),7%,-10,8%,53%,-6%,-22%,2%[59 µM],39%[activator],-17%
COc1ccc(NC(=S)NCC(c2ccco2)N2CCCC2)cc1 (stereo not given),-21%,-1,-26%,14%,-5%,4%,10%[59 µM],0%,-24%
Cc1ccc(/C=C/c2onc(C)c2S(=O)(=O)N2CCC(C(=O)NCC(C)c3ccccc3)CC2)cc1 (stereo not given),6%,3,-1%,17%[57 µM],i,-19%,5%[59 µM],-9%,0%
COc1c2occc2c(OC(C)=O)c2c(=O)cc(C)oc12,0%,-5,7%,-8%,-3%,-9%,-1%,3%,-10%
Cc1ccc(CCNC(=O)CC2Oc3ccc(C)cc3NC2=O)cc1 (stereo not given),2%,-2,-3%,56%[activator],-1%,-12%,-9%,-3%,-4%
CN(C)c1ccc(CN(C(=O)/C=C/c2ccccc2Cl)C2CCS(=O)(=O)C2)cc1 (stereo not given),14%,-9,25µM*,-32%,3%,45µM*,-132%[59 µM],0%,-23%
COc1ccccc1OCc1ccc(C(=O)N(C)c2ccccc2)o1,-4%,-4,-24%,50%[activator],-2%,0%,46%[12.7 µM],1%,-5%
CCSc1nnc(NC(=O)c2ccc(F)c(S(=O)(=O)N3CCOCC3)c2)s1,7%,-2,28%,24%,0%,-7%,-105%[12.7 µM],-6%,-12%
O=C(N[C@@H]1C/C=C\C[C@@H](CC(=O)N(CCO)Cc2ccccc2)C(=O)N[C@@H](c2ccccc2)COC1=O)OCC1c2ccccc2-c2ccccc21,0%,-3,/,23%,-9%,-31%,/,14%,2%
COc1cc(OC)cc(C(=O)Nc2ccccc2N2CCOCC2)c1,4%,1,0%,25%,1%,-3%,-2%,5%,-11%
CCCCCc1c(O)nc(SCCN(C)C)[nH]c1=O,23%,10,2%,30%,-4%,-6%[11.4 µM],?,-1%,-4%
Clc1cc(-c2ccc(/C=N/n3cnnc3)o2)ccc1Br,1%,-4,-9%,27%,4%,-8%,-8%[59 µM],24%,-1%
CCOC(=O)c1cccc(NC(=O)c2cc(S(=O)(=O)N3CCCC(C)C3)cn2C)c1 (stereo not given),4%,-2,-19%,21%[57 µM],0%,-16%,-2%[59 µM],-6%,-13%
CCn1nc(NS(=O)(=O)c2ccccc2)c2cc3cc(C)ccc3nc21,0%,-2,-28%,34%,-3%,-14%,/,-3%,0%
Cc1nn(C)c(C(=O)NC2C3CC4CC(C3)CC2C4)c1Cl (stereo not given),2%,6,-1%,22%,i,10%,-5%,-3%,-3%
CC1C[C@@]2(NC(=O)NC2=O)C(C)CN1C (stereo not given in full),1%,-1,-3%,6%,i,-11%,-8%[59 µM],-2%,-5%
N=C1C(c2ccccc2)=C(O)CN1CCCO,5%,-3,-4%,10%,i,-21%,-9%[59 µM],4%,-21%
O=C(OCc1nnc(-c2ccccc2)o1)c1cc(F)c(F)cc1Cl,6%,-7,69%[activator],68%[activator],-8%,37%[activator],126%[activator],-1%,-3%
Cc1ccc(C(=O)Nc2ccccc2-c2ccccc2)o1,-3%,-4,-6%,13%,-5%,-29%,8%[59 µM],0%,-11%
COc1cc(C2Nc3ccccc3-c3nnc(SCc4ccc(Cl)cc4)nc3O2)ccc1OCC(=O)O (stereo not given),14%,-3,-33%,12%,5%,-22%,-6%[59 µM],0%,-8%
Cc1ccc(NC(=O)CN2C(=O)c3ccccc3C2=O)c(C)c1,-2%,3,-4%,23%,8%,-7%,?,14%,-6%
O=C(O)c1cccc(-n2cnc3cccnc32)c1,3%,0,3%,44%,/,4%,12%[59 µM],?,/
CCn1c(SCC(=O)NC2CCCCC2)nnc1C(CO)NC(=O)c1ccccc1 (stereo not given),0%,4,-8%,11%,-7%,-4%,/,-5%,5%
Cn1cc(SCC(=O)Nc2nccs2)c2ccccc21,-2%,2,-2%,15%,i,-24%,6%[59 µM],2%,-6%
CS(=O)(=O)N(CC(=O)NC1CCCC1)C1CCCCC1,-30%,-1,8%,13%,-7%,-11%,/,-3%,-11%
C#CC(=O)N(c1cccc(OC)c1)C(C(=O)NC1CCCC1)c1cccs1 (stereo not given),37%[activator],-8,0%,4%,-2%,-11%,-27%[59 µM],?,-24%
O=C(CN(C(=O)C1CSC(=O)C1)c1cccc(F)c1)NC1CCCC1 (stereo not given),1%,-1,-3%,32%,-3%,1%,2%,-2%,-5%
COc1ccc(-c2ccc(SCC(=O)Nc3cccc(C(C)=O)c3)nn2)cc1OC,-3%,3,/,17%,-2%,3%,-22%,-2%,?
CSc1cccc(NS(=O)(=O)c2ccc3c(c2)oc(=O)n3C)c1,1%,-3,12%,33%,i,-20%,-7%,14%,-8%
CCc1cccc(C)c1NC(=O)Cn1cc2c(n1)CCCC2,0%,1,-1%,34%,i,-1%,4%[59 µM],-1%,-25%

# Some of these compounds in order of molar mass, lowest first.
smiles,GLS inhibitor,PI4K2A inh,BAZ2B inh,HP1b chromo inh,Tb PGK inh,JMJD2A Tudor inh,G9a block,Pin1 inhibitor,Pol eta inh
NC(=O)c1ccccc1NC(=O)NC1CCCCC1,2%,15,12%,27%,-4%,6%,-12%[59 µM],-1%,-18%
COC(=O)c1c(-c2ccc(OC)cc2)oc2ccccc12,-3%,1,186%[activator],222%[activator],-2%,212%[activator],75%[activator],?,-6%
COc1c2occc2c(OC(C)=O)c2c(=O)cc(C)oc12,0%,-5,7%,-8%,-3%,-9%,-1%,3%,-10%
CS(=O)(=O)N(CC(=O)NC1CCCC1)C1CCCCC1,-30%,-1,8%,13%,-7%,-11%,/,-3%,-11%
CSc1cccc(NS(=O)(=O)c2ccc3c(c2)oc(=O)n3C)c1,1%,-3,12%,33%,i,-20%,-7%,14%,-8%
O=[N+]([O-])c1ccc(Oc2ccc(F)cc2Br)c2ccncc12,1%,9,32µM*,50µM*,-1%,45µM*,?,2%,-23%
CCn1nc(NS(=O)(=O)c2ccccc2)c2cc3cc(C)ccc3nc21,0%,-2,-28%,34%,-3%,-14%,/,-3%,0%
C#CC(=O)N(c1cccc(OC)c1)C(C(=O)NC1CCCC1)c1cccs1 (stereo not given),37%[activator],-8,0%,4%,-2%,-11%,-27%[59 µM],?,-24%
CCSc1nnc(NC(=O)c2ccc(F)c(S(=O)(=O)N3CCOCC3)c2)s1,7%,-2,28%,24%,0%,-7%,-105%[12.7 µM],-6%,-12%
CCOC(=O)c1cccc(NC(=O)c2cc(S(=O)(=O)N3CCCC(C)C3)cn2C)c1 (stereo not given),4%,-2,-19%,21%[57 µM],0%,-16%,-2%[59 µM],-6%,-13%
CCC(C(=O)Nc1ccc(C(=O)OC)cc1)n1nc(-c2ccc(C)cc2)c2c(c1=O)CCCC2 (stereo not given),7%,-10,8%,53%,-6%,-22%,2%[59 µM],39%[activator],-17%
COc1ccc(NC(=O)CCCNC(=O)c2ccc(Cl)cc2)cc1S(=O)(=O)N1CCCCC1,-8%,-1,/,54%[activator],-7%,-7%,/,0%,-17%

# This is a subset; count on the stated rates, not on these rows.
